# High-throughput results (PubChem)
# KB-V1 cytotox: qHTS assay for MDR1-selective chemotherapeutics: Primary screen using the drug-selected MDR subline cells KB-V1; KB-V1 MDR cells viability, CellTiter-Glo, 72 h; Potency, µM (highest dose often 46.1 µM), without a hit: at the highest dose activity change, negative = cytotoxicity, usual class: cytotoxic; 400,000 compounds, 3.4% hits; AID 1347076, 2019; further: potency means the concentration at half of the fitted maximal effect; on the % scale 0 is the no-effect control and ±100 the full control effect; nearly all actives have a fitted effect of over 60% in size
#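 Potencies derive from concentration-effect curves fitted to normalized luminescence (CellTiter-Glo) of KB-V1 cells treated for 72 h at 37 degrees C in phenol-red-free DMEM containing 10% FBS.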
# IL-1B inflam inh: qHTS for Inhibitors of Inflammasome Signaling: IL-1-beta AlphaLISA Primary Screen. THP-1 LPS/ATP IL-1B secretion, AlphaLISA, 16 h; hits give low values. activity change, % at 57.5 µM. 360,000 compounds, 4.7% hits. AID 743279, 2014; in the data active means activity change below about -50%; inconclusive means mostly about -30% to -49%; further: on the % scale 0 is the no-effect control and ±100 the full control effect
#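 Secreted IL-1B measured by AlphaLISA bead assay after 16 h compound exposure of THP-1 cells; compounds (final up to 57.5 uM) added 1 h before LPS (250 ng/mL) and ATP (1.25 mM) stimulation; lower signal means less secretion.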
# ATXN2 expr inh: Primary qHTS for Inhibitors of ATXN expression; HEK-293 ATXN2-luciferase reporter, luminescence, 24 h; Potency, µM (top dose mostly 57 µM), without a hit: at the highest dose activity change, negative = inhibition, hits mostly inhibitors; 360,000 compounds, 0.72% hits; further: potency means the concentration at half of the fitted maximal effect; on the % scale 0 is the no-effect control and ±100 the full control effect; nearly all actives have a fitted effect of over 55% in size
#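 qHTS (up to 57 uM final) was run with 24 h compound exposure of reporter cells at 37 °C. Each well was multiplexed: SteadyGlo luminescence measured ATXN2-luciferase expression after a fluorogenic Gly-Phe-AFC viability readout (25 uM final).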
# MCF10A rerep: A quantitative high throughput screen for small molecules that induce DNA re-replication in MCF 10a normal breast cells; MCF 10A DNA re-replication, Hoechst nuclear intensity, 48 h; Potency, µM (titrated, usually from 46.1 µM), inactives show at the top dose activity, positive = re-replication, usual class: activators; 350,000 compounds, 2.9% hits; AID 624296, 2012; further: potency means the concentration at half of the fitted maximal effect; % of control where 0% means no effect; nearly all actives have a fitted effect of over 50% in size
# KB-3-1 cytotox: qHTS assay for MDR1-selective chemotherapeutics: Primary screen using the parental adenocarcinoma cell KB-3-1 | KB-3-1 viability, CellTiter-Glo ATP luminescence, 72 h | Potency, µM (highest dose often 46.1 µM), without a hit: top-dose activity change, negative = cytotoxic, actives largely listed as cytotoxic | 400,000 compounds, 1.4% hits; further: potency means the concentration at half of the fitted maximal effect; on the % scale 0 is the no-effect control and ±100 the full control effect; nearly all actives have a fitted effect of over 60% in size
#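 Screening of KB-3-1 cells (DMEM, 10% FBS, phenol-red free) ran from lowest to highest compound concentration; after 72 h at 37 °C viability was read luminescently and curves fitted.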
# SW480 rereplic: A quantitative high throughput screen for small molecules that induce DNA re-replication in SW480 colon adenocarcinoma cells; SW480 DNA re-replication, Hoechst DNA content imaging, 48 h; Potency, µM (top dose mostly 46.1 µM), without a hit: at the top dose re-replication activation, actives largely listed as activators; 340,000 compounds, 1.8% hits; AID 624297, 2012; further: potency means the concentration at half of the fitted maximal effect; % of control where 0% means no effect; nearly all actives have a fitted effect of over 55% in size
#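 Cells (250 per well) received 23 nL compound or DMSO by pin tool and were kept 48 hr at 37 C, 5% CO2. Nuclei were then stained with Hoechst for 40 min and scanned for DNA content.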
# WRN helicase inh: qHTS for Inhibitors of WRN Helicase. Bifunctional 3'-5' exonuclease/ATP-dependent helicase WRN (Homo sapiens), Q14191. AID 651768, 2012. Potency, µM (highest dose often 114 µM), for inactives: top-dose activity change, negative = inhibition, usual class: inhibitors. WRN helicase unwinding, fluorescent forked duplex, kinetic. 360,000 compounds, 0.46% hits; further: potency means the concentration at half of the fitted maximal effect; on the % scale 0 is the no-effect control and ±100 the full control effect; nearly all actives have a fitted effect of over 55% in size
# Target sequence (Q14191 whole entry, looked up): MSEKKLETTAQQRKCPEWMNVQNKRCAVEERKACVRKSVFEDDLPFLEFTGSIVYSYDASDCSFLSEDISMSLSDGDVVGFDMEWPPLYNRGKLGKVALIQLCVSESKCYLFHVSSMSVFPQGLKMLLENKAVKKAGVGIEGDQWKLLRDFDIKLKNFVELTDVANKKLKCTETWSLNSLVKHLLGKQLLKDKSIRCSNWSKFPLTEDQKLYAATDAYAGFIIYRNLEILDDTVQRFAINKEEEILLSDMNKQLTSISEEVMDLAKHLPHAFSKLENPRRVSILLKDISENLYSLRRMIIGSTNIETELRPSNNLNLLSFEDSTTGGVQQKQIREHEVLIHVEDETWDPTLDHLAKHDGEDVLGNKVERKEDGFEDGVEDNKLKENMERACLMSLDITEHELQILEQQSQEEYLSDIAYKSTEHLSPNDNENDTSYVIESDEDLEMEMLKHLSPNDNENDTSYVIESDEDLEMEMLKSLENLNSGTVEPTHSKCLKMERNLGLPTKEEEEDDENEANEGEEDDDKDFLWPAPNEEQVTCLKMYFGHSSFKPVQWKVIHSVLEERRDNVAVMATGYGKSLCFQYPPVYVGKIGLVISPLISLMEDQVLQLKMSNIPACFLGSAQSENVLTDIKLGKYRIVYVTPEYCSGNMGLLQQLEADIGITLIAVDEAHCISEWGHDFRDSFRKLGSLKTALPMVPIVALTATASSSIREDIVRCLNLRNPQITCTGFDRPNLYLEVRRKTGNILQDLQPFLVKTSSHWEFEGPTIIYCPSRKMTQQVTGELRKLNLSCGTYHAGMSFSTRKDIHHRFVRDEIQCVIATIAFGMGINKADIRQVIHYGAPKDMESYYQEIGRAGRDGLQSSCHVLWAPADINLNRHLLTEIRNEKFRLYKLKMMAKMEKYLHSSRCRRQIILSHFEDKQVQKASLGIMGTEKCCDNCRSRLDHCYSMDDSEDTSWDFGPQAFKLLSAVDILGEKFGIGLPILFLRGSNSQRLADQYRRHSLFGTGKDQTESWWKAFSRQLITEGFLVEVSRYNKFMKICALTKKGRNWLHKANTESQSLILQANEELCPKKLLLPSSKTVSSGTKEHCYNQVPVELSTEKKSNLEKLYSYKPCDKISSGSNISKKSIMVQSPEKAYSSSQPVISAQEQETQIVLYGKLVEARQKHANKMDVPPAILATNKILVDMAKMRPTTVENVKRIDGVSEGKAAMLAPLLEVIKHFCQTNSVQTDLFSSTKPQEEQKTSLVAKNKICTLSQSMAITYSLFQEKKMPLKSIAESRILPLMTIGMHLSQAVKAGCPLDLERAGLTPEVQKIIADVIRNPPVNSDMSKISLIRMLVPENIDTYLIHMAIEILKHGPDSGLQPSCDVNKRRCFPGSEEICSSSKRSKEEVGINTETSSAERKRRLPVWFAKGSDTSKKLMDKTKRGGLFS
#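 Screening of the MLSMR collection measured strand separation of a quenched forked DNA duplex (100 nM) by 20 nM WRN with 2 mM ATP, all final. Compounds were preincubated with enzyme 15 min at room temperature.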
# HT1080-NT tox: qHTS for induction of synthetic lethality in tumor cells producing 2HG: qHTS for the HT-1080-NT fibrosarcoma cell line | HT-1080-NT fibrosarcoma viability, CellTiter-Glo ATP luminescence, 48 h | Potency, µM (doses to about 46.1 µM), without a hit: at the top dose activity, negative = less viability, usual class: cytotoxic | 360,000 compounds, 1.6% hits;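 further: NT is the 2HG producing partner of a matched IDH1 knockdown line; potency means the concentration at half of the fitted maximal effect; 0% = DMSO-treated cells and -100% = media-only wells without cells; nearly all actives have a fitted effect of over 55% in size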
#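 Read-out is CellTiter-Glo luminescence after 10 minutes at room temperature, following 48 hours' compound treatment of HT-1080-NT cells (750 cells/well, RPMI, 5% FBS, 37 degrees C).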
# HT1080 IDH1KD tx: qHTS for induction of synthetic lethality in tumor cells producing 2HG: qHTS for the HT-1080-IDH1KD cell line | HT-1080 IDH1 knockdown viability, ATP luminescence, 48 h | Potency, µM (doses to about 46.1 µM), for the others: at the top dose activity, negative = toxicity, hits mostly cytotoxic | 360,000 compounds, 2% hits;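 further: potency means the concentration at half of the fitted maximal effect; 0% = DMSO wells and -100% = cell-free medium wells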
#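 Assay cells: HT-1080 with IDH1 knockdown, 750 per well, RPMI/5% FBS. Exposure: 48 h at 37 °C following 2 h pre-incubation. Read: CellTiter-Glo luminescence; fitted concentration-response, curve class assigned.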
# Starred values were filed as active, the others as inactive; i = inactive; ? = inconclusive; . = no result given; & = joins results of further samples; [ ] = dose if it differs, or a comment. Unless noted, the call rests on the fitted dose curve; in most records, active means well fitted curve in the direction sought with a large enough effect; inconclusive means small, poorly fitted or top-dose-only effect, or another doubt; inactive means no such curve, though single readings can be large; an effect the other way counts as inactive or inconclusive.
SMILES,KB-V1 cytotox,IL-1B inflam inh,ATXN2 expr inh,MCF10A rerep,KB-3-1 cytotox,SW480 rereplic,WRN helicase inh,HT1080-NT tox,HT1080 IDH1KD tx
O=C(CSc1nnc(-c2ccncc2)o1)NCc1ccc(Cl)cc1,3%,-24,2%,-9%,?,-4%,-4%,13%,4%
NC(=Nc1c([N+](=O)[O-])cnc2ccccc12)N1CCOCC1,-28%,0,4%,.,-19%,.,20%[57.1 µM],7%,6%
C[C@]12C(=O)N(c3ccc(F)cc3)C(=O)N1[C@H]1c3ccccc3OC[C@@H]1[C@H]2c1ccccc1,13%,24,4%,11%,-6%,?,-3%,?,2%
COC(=O)C1CN(C(=O)c2cccc(OC(F)F)c2)c2ccccc2O1 (configuration not stated),-12%,-15,-2%,?,5%,-3%,-12%,1%,6%
NS(=O)(=O)c1ccc(NC(CNS(=O)(=O)c2ccccc2)c2ccccc2)cc1 (configuration not stated),0%,-3,0%[11.3 µM],0%,6%,-11%,-5%,3%,1%
Cc1cc(/C([O-])=C(/C(=S)Nc2ccc(F)cc2)[n+]2ccccc2)c(C)n1-c1ccc(F)cc1,23µM*,8,8%,19%,16%,13%,-2%,0%,-7%
CC(OC(=O)c1ccc(Cl)nc1)C(=O)Nc1ccc(S(=O)(=O)N2CCCC2)cc1 (configuration not stated),?,0,3%,4%,-5%,-6%,-7%,-2%,3%
CCc1ccccc1NC(=O)CN1CCN(C(=O)c2ccc(OCc3cn4ccccc4n3)cc2)CC1,3%,-3,-7%,8%,-9%,-1%,-7%,6%,-20%
CC(C)Oc1ccc(S(=O)(=O)N2CCOCC2)cc1NC(=O)CSC(=S)N1CCCC1,?,-28,.,.,-1%,.,-1%,-7%,-14%
O=C(C1=C(O)C(=O)N(CCN2CCOCC2)C1c1ccc(Br)cc1)c1cc2ccccc2o1 (configuration not stated),14%,-9,.,-7%,-7%,-4%,-1%,-1%,-8%
NS(=O)(=O)c1ccc(NNC(=O)c2ccc(F)cc2F)cc1,10%,-1,-5%,?,0%,-8%[9.22 µM],-22%,3%,-1%
CNc1cccc(-c2c(OC)cccc2OC)n1,-5%,27,5%,.,0%,.,0%,-27%,-2%
Nc1c2c(nc3ccccc13)N(C1CCCCC1)CC2,?,.,-24%,13µM*,-7%,?,-6%,?,-28%
CC1CCCCC1NC(=O)CSc1ccc([N+](=O)[O-])cc1 (configuration not stated),-25%,0,-2%,6%,-1%,-1%,-12%,1%,2%
CCCN1CCN(CCCNC(=O)c2cc3c(s2)-c2c(C)cccc2OC3)CC1,-23%&0%,-14,?,?,?,?,-3%,23µM*,18µM*
Cc1ccc(CC2SC(N)=NC2=O)cc1 (configuration not stated),-18%,0,-31%,?,-14%,?,8%,0%,-1%
Cc1cc(N2CCN(C)CC2)nc2ccc(NC(=S)NCCCN3CCN(C)CC3)cc12,16%,-25,.,-1%,-2%,10%,-14%,-3%,-5%
COc1ccc(N2C(=O)CCC(C(=O)NCc3ccccn3)C2c2ccc(F)cc2)cc1 (configuration not stated),2%,-9,3%,3%,7%,-6%,7%,3%,18%
NC(=S)N(c1ccccc1)c1ccccc1,0%,23,-6%,0%,-4%,2%,-8%,8%,10%
Cc1ccc(S(=O)(=O)CCSc2nccn2C)cc1,0%,-2,?,-1%,-8%,-6%,-2%,7%,-2%
CC(=O)C1=C(O)C(=O)N(CO)C1c1ccccc1F (configuration not stated),0%,22,18%,0%,-2%,-4%,-11%,-3%,2%
O=c1c2ccccc2[nH]c2ccc(F)cc12,-17%,-22,-8%,9.2µM*,1%,16µM*,-18%,-4%,-3%
O=C(NCC(c1cccs1)N1CCOCC1)c1cc(-c2ccc(F)cc2)nc2ccccc12 (configuration not stated),21µM*,-9,-6%,8%,-18%,12%,2%,-1%,-6%
O=C(O)c1ccc(NC2CC(=O)N(Cc3ccccc3)C2=O)cc1 (configuration not stated),3%,26,.,?,4%,3%,-9%,3%,5%
Cc1cccc(-c2nc(-c3ccncc3)no2)c1,-17%,24,102%[activator],2%,-2%,1%,0%,-19%,0%

# 5 entries from above in a different format:
# Values in the order – KB-V1 cytotox	IL-1B inflam inh	ATXN2 expr inh	MCF10A rerep	KB-3-1 cytotox	SW480 rereplic	WRN helicase inh	HT1080-NT tox	HT1080 IDH1KD tx
- Cc1cc(N2CCN(C)CC2)nc2ccc(NC(=S)NCCCN3CCN(C)CC3)cc12
  16%	-25	.	-1%	-2%	10%	-14%	-3%	-5%
- COc1ccc(N2C(=O)CCC(C(=O)NCc3ccccn3)C2c2ccc(F)cc2)cc1 (configuration not stated)
  2%	-9	3%	3%	7%	-6%	7%	3%	18%
- NC(=S)N(c1ccccc1)c1ccccc1
  0%	23	-6%	0%	-4%	2%	-8%	8%	10%
- Cc1ccc(S(=O)(=O)CCSc2nccn2C)cc1
  0%	-2	?	-1%	-8%	-6%	-2%	7%	-2%
- CC(=O)C1=C(O)C(=O)N(CO)C1c1ccccc1F (configuration not stated)
  0%	22	18%	0%	-2%	-4%	-11%	-3%	2%

# Sorted by the number under IL-1B inflam inh (falling): 3 of the compounds above
SMILES,IL-1B inflam inh
Cc1cccc(-c2nc(-c3ccncc3)no2)c1,24
CC1CCCCC1NC(=O)CSc1ccc([N+](=O)[O-])cc1 (configuration not stated),0
Cc1ccc(S(=O)(=O)CCSc2nccn2C)cc1,-2

# Other records follow:
SMILES,KB-V1 cytotox,IL-1B inflam inh,ATXN2 expr inh,MCF10A rerep,KB-3-1 cytotox,SW480 rereplic,WRN helicase inh,HT1080-NT tox,HT1080 IDH1KD tx
CC12CCC(=O)N1C(C(=O)Nc1nc(-c3ccccc3Cl)cs1)CS2 (configuration not stated),-23%,-13,31%[activator],?,-4%,28%,-14%,0%,0%
CC(=O)Nc1ccc(NC(=O)Cc2ccc(S(=O)(=O)N3CCCCC3)s2)cc1,?,24,14%,-8%,-15%,-4%,?,-2%,0%
O=C(O)c1ccc(CNC(=O)C2CCN(S(=O)(=O)c3cccs3)CC2)cc1,25%,21,.,.,-1%,.,12%,1%,1%
Cc1csc(NC(=O)c2ccc(C)o2)n1,6%,10,26%,-1%,-11%,-5%,-6%,6%,6%
Cc1cccc(-c2noc(CN(C)C(=O)c3ccc4c(c3)OCO4)n2)c1,-19%,-5,5%,5%,-7%,-7%,-4%,-23%,-17%
COc1cc(CNC(=O)Nc2nnc([C@H]3C[C@H](O)[C@@H](CO)O3)s2)cc(OC)c1OC,1%,23,1%,.,16%,.,7%[57.1 µM],15%,12%
C[C@H](O)[C@@H]1C(=O)N2CCc3ccc(N4CCOCC4)cc3[C@@H]2C[C@@H]1N(C)C(=O)Nc1ccccc1,0%,-7,9%,-7%,0%,-52%,-4%,1%,4%
COc1ccc(CN2CCN(Cc3ccc(CO)o3)CC2CCO)cc1C (configuration not stated),5%,0,4%,?,8%,-3%,3%,10%,5%
Cn1cc(S(=O)(=O)N2CCCC2)cc1C(=O)NCCc1ccccc1,-3%,11,13%,6%,0%,17%,-7%,20%,-1%
CCOc1ccc(CCNC(=O)COC(=O)C2CCN(c3ccc(C(F)(F)F)cn3)CC2)cc1OCC,3%,-4,-2%,-1%,-1%,0%,-6%,0%,-2%
CSCCC(Nc1ncnc2ccc(Br)cc12)C(=O)O (configuration not stated),4%,53,6%,2%,16%,1%,-9%,2%,-3%
O=C(NC1CCCCC1)C1c2ccccc2OCC(=O)N1Cc1ccccn1 (configuration not stated),1%,-4,6%,.,3%,.,-8%,7%,11%
Cn1c(=O)cc(OCCCC(=O)Nc2cccc(Cl)c2)c2ccccc21,?,4,3%,.,3%,.,11%[57.1 µM],4%,6%
Cc1cc(=O)n2[nH]c(C(F)(F)F)c(-c3ccccc3)c2n1,-9%,1,.,0%,1%,1%,-2%,18%,4%
CCN(CC)C(=O)COc1ccc(CC(=O)O)cc1OC,29%,13,7%,1%,-2%,3%,3%,6%,7%
CCOC(=O)N1CCN(c2nnc(-c3ccccc3)c3ccccc23)CC1,-11%,?,0%,12%,-8%,-1%,8%,-3%,-14%
CC1=NN(C(=O)CCc2ccccc2)C(O)(c2ccncc2)C1 (configuration not stated),0%,-4,-17%,15%,3%,?,-3%,-12%,4%
CCn1c(SCC(=O)NC2CC2)nnc1C(C)Oc1ccccc1 (configuration not stated),-2%,i,-15%,2%,15%,21µM*,-23%,-3%,12%
COCC(=O)N1C[C@H](C)[C@H](OC)CN(C)C(=O)c2cc(NC(=O)Nc3cccc(F)c3)ccc2OC[C@@H]1C,5%,-29,.,.,2%,.,-5%,0%,-7%
CCCNc1c(NS(=O)(=O)c2ccc(NC(=O)CC)cc2)c(=O)oc2ccccc12,?,8,-8%,-18%,7%,-7%,10%,2%,2%
Cc1sc(NC(=O)c2ccco2)c(CN2CCN(c3ccccn3)CC2)c1C,?,-73*,-14%,?,21µM*,11%,3%,-4%,-22%
